Screens deposited in PubChem BioAssay by several laboratories.
5HT1E ag = activates the human 5-HT1E serotonin receptor; 0.69% of 65,000 active; activation, % at 6 µM; CHO 5-HT1E Ga15 NFAT-bla reporter, FRET; 0% DMSO wells, 100% control agonist wells;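 active means activation above a set limit, the screen-wide mean activation plus 3 SD, cut at about 8.5% in these data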;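 further: 100% = positive control agonist at 1 µM giving full maximal response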
tolC growth inh = growth inhibitors of E. coli BW25113 tolC mutant; OD615; growth inhibition, % at 10 µM (by protocol); 2.2% of 65,000 active; AID 573;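 active means growth inhibition at or above a cutoff equal to the mean over every tested compound plus 3 SD, cut at about 60% in these data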;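 further: growth measured after 20 h incubation at 37 °C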
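Test system: E. coli BW25113 ΔtolC::kan bacteria; incubation: 37 °C, 20 h exposure; medium: LB broth supplemented with 50 µg/mL kanamycin; read-out basis: percent growth inhibition; signal: A615 absorbance measurement; compound: 10 µM final, single dose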
RORa activator = activators of human nuclear receptor RORA; P35398; activation, % at 10 µM; 1.5% of 65,000 active; AID 560; CHO-K1 Gal4-RORA LBD luciferase reporter, luminescence; percent increase over mock-subtracted basal signal;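 active means activation above the mean of all tested compounds plus 3 SD, cut at about 49% in these data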;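 further: 0% = DMSO-treated RORA cells and 100% = added signal equal to DMSO minus mock-transfected cells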
5HT1a antag = blocks the human serotonin 5-HT1a receptor; P08908; CHO 5-HT1a Ga15 NFAT-bla reporter, antagonist mode; inhibition, % at 10 µM; 0.68% of 62,000 active; AID 612;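 active means inhibition above the mean of all tested compounds plus 3 SD, cut at about 43% in these data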;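 further: receptor stimulated by 5-CT agonist at 100 nM near EC80; beta-lactamase reporter measured by ratiometric fluorescence of a cleavable substrate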
SF-1 act = SF-1 (human) activation. activation, % at 10 µM. CHO-K1 Gal4-SF-1 LBD luciferase reporter; % increase over DMSO SF-1-specific signal. AID 522. Q13285. 1.9% of 65,000 active;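 active means activation above the mean activation of all tested compounds plus 3 SD, cut at about 50% in these data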
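Material: CHO-K1 cells with Gal4–hSF-1 LBD chimera plus Gal4-driven luciferase / Input: 4,000 CHO-K1 cells per well / Incubation: compound exposure 20 h at 37 °C / Signal: luminescence read 15 min after SteadyLite luciferase reagent, after room-temperature equilibration / Read-out: percent activation versus DMSO / Benchmarks: DMSO negative control and −SF1 background wells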
S1P1 ag-PAM = activates or potentiates agonism at human S1P1 receptor; P21453; 0.57% of 56,000 active; AID 449; activation, % at 9.5 µM; S1P1 CRE-bla cells, forskolin, beta-lactamase FRET, potentiator mode; S1P1 agonist co-added at EC20, 2 nM; 100% = saturating reference agonist, 0% = basal;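 active means activation above a cutoff set at the mean activation of all tested compounds plus 3 SD, cut at about 54% in these data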;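 further: forskolin at 4 µM as EC80 and the EC20 agonist is SEW2871; 100% = SEW2871 at its EC100 plus forskolin at EC80; some compounds past the cut are filed as inactive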
Target sequence (P21453 whole entry, looked up): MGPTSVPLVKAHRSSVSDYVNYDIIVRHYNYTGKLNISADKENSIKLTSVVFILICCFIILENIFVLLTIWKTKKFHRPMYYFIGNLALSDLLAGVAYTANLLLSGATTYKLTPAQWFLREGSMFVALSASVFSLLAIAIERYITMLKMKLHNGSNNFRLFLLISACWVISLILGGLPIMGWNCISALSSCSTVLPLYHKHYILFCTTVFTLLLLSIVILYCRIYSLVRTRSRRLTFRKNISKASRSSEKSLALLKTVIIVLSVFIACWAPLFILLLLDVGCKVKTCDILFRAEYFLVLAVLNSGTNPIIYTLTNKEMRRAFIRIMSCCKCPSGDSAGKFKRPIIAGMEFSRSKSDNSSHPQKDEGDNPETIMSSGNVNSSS
AP ELISA ortho = alternative pathway complement inhibition, orthogonal assay. Human serum alternative complement pathway, LPS-coated ELISA, C3 deposition; tested in compound mixtures. inhibition, % at 5 µM. 0.08% of 62,000 active;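 active means inhibition above 30% in each of the two pooled mixtures holding the compound, so the lower value exceeds 30%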;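 further: 0% = serum in Mg-EGTA without compound and 100% = EDTA serum blank; some compounds past the cut are filed as inactive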
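Test system – human serum alternative complement pathway, C3 deposition on LPS-coated wells · Buffer or medium – diluted human serum in Mg2+-EGTA GVB++ · Compound dosing – 5 µM each compound, pools of ten, 50 µM per pool · Schedule – 1 h serum-compound exposure at 37 °C · Measured by – Anti-C3 ELISA, OD 450 nm · Read-out basis – percent inhibition of C3 deposition onto LPS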
5HT1E antag = blocks the human 5-HT1E serotonin receptor; CHO 5-HT1E Ga15 NFAT-bla reporter, FRET, antagonist; inhibition, % at 6 µM; 0.99% of 65,000 active; AID 571;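 active means inhibition above a set limit, the mean inhibition across every tested compound plus 3 SD, cut at about 29% in these data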;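 further: signal is the 460 over 535 nm emission ratio of beta-lactamase substrate; 0% = agonist plus DMSO wells and 100% = wells without agonist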
S1P3 ag = activates the human S1P3 receptor; AID 373; Q99500; 0.1% of 60,000 active; activation, % at 4.5 µM; S1P3 NFAT-BLA reporter cells, agonism, FRET ratio; relative to 1 µM S1P, basal subtracted;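 active means activation above the screen-wide mean plus 3 SD, cut at about 4.5% in these data, passing the limit was not always enough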; further: some compounds called inactive have numbers as strong as hits
Target sequence (Q99500 whole entry, looked up): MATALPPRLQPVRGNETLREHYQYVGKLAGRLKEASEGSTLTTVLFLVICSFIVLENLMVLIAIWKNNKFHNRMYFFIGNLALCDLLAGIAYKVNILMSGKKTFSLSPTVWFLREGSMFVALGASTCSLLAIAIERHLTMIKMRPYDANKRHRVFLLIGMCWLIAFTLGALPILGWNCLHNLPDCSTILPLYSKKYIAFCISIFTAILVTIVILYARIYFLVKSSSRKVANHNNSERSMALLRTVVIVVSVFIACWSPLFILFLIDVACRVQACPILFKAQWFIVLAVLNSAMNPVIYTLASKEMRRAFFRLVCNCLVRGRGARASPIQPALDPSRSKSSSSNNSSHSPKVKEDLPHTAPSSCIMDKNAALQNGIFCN
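Assay system: CHO cells stably expressing human S1P3, Gα16 and NFAT-β-lactamase reporter. Timing: overnight plating, 4 h compound 37 °C, 2 h substrate RT. Signal: β-lactamase FRET emission ratio 460/535 nm. Measure: percent activation versus median 1 µM S1P response, basal-subtracted, per plate. Repeats: primary screen single test, confirmation screen in triplicate.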
The depositor's hits bear a star; / = no result given.

SMILES | 5HT1E ag | tolC growth inh | RORa activator | 5HT1a antag | SF-1 act | S1P1 ag-PAM | AP ELISA ortho | 5HT1E antag | S1P3 ag
Cc1cc(C(=O)Nc2sc3c(c2C#N)CCCC3)no1 | -0.2 | 1 | 41 | 20 | 71* | 19 | 14 | 1 | 0.2
Cc1ccc(S(=O)(=O)Nc2cc(C(=O)N3CCOCC3)ccc2N2CCCCC2)cc1 | -1.0 | -8 | 10 | 15 | 5 | 3 | 10 | 11 | -0.1
CCCCSc1nnc([C@@H]2CCCN2C(=O)OC(C)(C)C)o1 | 0.2 | 2 | -8 | -15 | -2 | -11 | 2 | -2 | -0.1
Cc1c(NC(=O)c2coc(=O)c(Br)c2)c(=O)n(-c2ccccc2)n1C | -0.7 | 10 | 0 | / | -12 | -19 | 5 | 7 | -5.3
Cc1ccc(Nc2nc(=O)c3cccnc3s2)cc1 | -0.5 | -18 | 50* | 12 | 53* | 23 | 28 | 15 | -1.4
Cc1ccc2c(c1)-c1c(cnn1CC(=O)Nc1ccccc1N1CCN(C)CC1)CO2 | 0.1 | -8 | 1 | 10 | 3 | -12 | -1 | 9 | -0.4
COc1ccc2c(c1)Cc1sc(NC(C)=O)nc1-2 | 0.0 | 7 | 42 | 12 | 77* | -2 | -18 | -4 | -1.5
COc1cc(C(=O)Nc2nc(OC)c(-c3ccccc3)c(OC)n2)cc(OC)c1OC | -0.5 | -9 | 24 | 4 | 16 | -42 | 20 | 24 | 0.9
Cn1c(=O)[nH]c(=O)c2c1nc(CN1CCN(c3ccccc3F)CC1)n2CC(N)=O | -0.3 | -18 | -11 | 2 | 2 | -13 | 8 | -9 | -0.2
CCN1CCN(c2ncnc3c2nnn3Cc2ccccc2)CC1 | 0.5 | 10 | -1 | -1 | 4 | 10 | / | -11 | -0.8
Cc1cc(C(F)(F)F)nn1CCCNC(=O)c1cnccn1 | -1.1 | -1 | -24 | 7 | 0 | -16 | 16 | 9 | -0.2
CCOC(=O)NC(CC(=O)O)c1ccc(OC)cc1 (centres undefined) | 0.0 | -17 | 22 | -8 | 9 | -11 | 7 | -5 | -1.5
COc1ccc(S(=O)(=O)N2CCCC2C(=O)Nc2nccs2)cc1 (centres undefined) | 0.4 | 9 | -17 | -1 | -12 | -37 | 21 | -12 | -0.5
COc1ccc(Cn2c(C3CC3)nc3ccc(NC(=O)C4CC4)cc3c2=O)cc1 | 0.3 | 2 | 48 | 19 | 162* | -5 | -14 | 1 | 0.8
CCC(=O)N1CCc2cc(S(=O)(=O)NC(C(=O)Nc3cccc(C)n3)C(C)C)ccc21 (centres undefined) | -0.4 | -1 | 7 | -10 | 7 | -15 | 16 | -4 | -0.3
O=C(OCc1cc(Cl)ccc1OC(F)F)c1cc(S(=O)(=O)O)ccc1O | 0.3 | 13 | -11 | 0 | -7 | 12 | 4 | -3 | 1.3
CCCCC(c1nnnn1CC1CCCO1)N1CCN(c2nc3ccccc3s2)CC1 (centres undefined) | 10* | 20 | 6 | 26 | 7 | 38 | -2 | 20 | -1.0
Cc1ccc(C(=O)Cn2nnc(-c3ccccc3-n3cnnn3)n2)cc1 | 0.2 | -6 | 23 | -5 | -3 | 6 | 5 | -6 | 0.3
CCN1C(=O)/C(=C2/C=CC=CN2C)SC1=S | 0.9 | -3 | -12 | -9 | -3 | -15 | 15 | -17 | 0.9
COCCn1nnnc1CN1CCC(NC(=O)c2ccc(Br)cc2)CC1 | 0.5 | -6 | -3 | 3 | -6 | / | 8 | -6 | /
Cc1occc1C(=O)Nc1ccc2c(c1)CCC2 | -0.8 | 0 | 55* | 10 | 75* | 7 | 0 | 6 | -1.1
CCOc1ccc(NS(=O)(=O)c2ccc3[nH]c(=O)oc3c2)cc1 | -0.1 | 22 | 6 | 5 | 6 | -20 | 3 | 1 | -0.3
COc1cccc2cc(-c3cn4cccc(C)c4n3)c(=O)oc12 | -0.3 | -13 | 24 | 8 | 53* | -10 | 11 | -2 | -0.2
Cc1ccc(NC(=O)c2cc(S(=O)(=O)N3CCOCC3)ccc2F)c(C)c1 | 0.1 | 7 | -6 | 1 | 0 | 18 | -5 | 3 | -0.5
Cn1c(-c2ccc3c(c2)OCO3)cnc1NCc1ccc(Cl)cc1 | -0.5 | 48 | -4 | 25 | 10 | -22 | -4 | -1 | 0.0
CC1(C)CC(=O)C2=C(C1)OC(N)=C(C#N)C2c1ccccc1OC(=O)N1CCOCC1 (centres undefined) | -0.1 | -21 | 14 | -6 | -17 | -12 | 19 | -1 | -0.4
c1ccc(-n2nc3c(ccc4cnnc43)[nH]2)cc1 | -0.9 | -1 | 55* | 12 | 36 | -20 | -4 | 2 | 0.2
CCc1cc2c(=O)c(-c3nc4ccccc4[nH]3)coc2c(CN2CCC(C)CC2)c1O | 1.1 | 14 | 22 | -5 | 8 | -6 | 2 | -2 | -0.4
COc1ccc(C2CC(=O)C(C=NCCN3CCN(C(C)=O)CC3)=C(O)C2)cc1OC (centres undefined) | 0.5 | -7 | -19 | -17 | -16 | -8 | -5 | 0 | -0.9
CCN(CC)c1nc(-c2nn[nH]n2)nc(N(CC)CC)n1 | 1.0 | 19 | 37 | 0 | 12 | 2 | -2 | -6 | -1.2
O=C(NCCNC(=O)c1ccc(Br)o1)c1ccc(Br)o1 | 0.6 | 7 | 0 | -3 | -4 | -6 | 12 | 3 | 2.6
Cc1cc(N)ccc1NC(=O)c1ccccc1 | 1.6 | -21 | 22 | -10 | 0 | -6 | 3 | -6 | 0.0
Cn1c(=O)c(NCCO)c2c3c(cccc31)C(=O)c1ccccc1-2 | 1.3 | 25 | -15 | 6 | -9 | / | 6 | 14 | /
CC(=O)Nc1ccc(N2CCN(Cc3ccccc3F)CC2)cc1 | -0.3 | 9 | -3 | -5 | -9 | / | 14 | -5 | /
COc1ccc(C(=O)Nc2nc(C)c(C(=O)N(C)C)s2)cc1OC | -0.7 | -7 | 16 | -4 | 26 | -5 | 6 | 2 | -0.9
Cc1cc(C)nc(SCNC(=O)c2ccc(F)cc2)n1 | -0.5 | -3 | 16 | 6 | -12 | 7 | 15 | 9 | -0.7
CCOC(=O)c1sc2nc(SCC#N)n(CCCN3CCCC3=O)c(=O)c2c1C | -0.5 | 13 | -10 | 2 | -3 | / | -6 | 12 | /
O=S(=O)(c1cccc2cccnc12)n1cnc2ccccc21 | 0.5 | -5 | 12 | 8 | 9 | / | 6 | 5 | -1.1
CCC(=O)N1CCc2cc(S(=O)(=O)NCCCN(CC)Cc3ccccc3)ccc21 | 0.6 | -5 | 1 | -14 | 4 | / | 8 | -12 | /
CCOc1cc(C2NC(=O)NC(O)(C(F)(F)F)C2C(=O)c2ccc(OC)cc2)ccc1O (centres undefined) | -0.5 | 1 | 14 | -6 | 5 | 1 | 1 | -2 | 0.2

Two records drawn at random from the list so far:
SMILES | 5HT1E ag | tolC growth inh | RORa activator | 5HT1a antag | SF-1 act | S1P1 ag-PAM | AP ELISA ortho | 5HT1E antag | S1P3 ag
CCN(CC)c1nc(-c2nn[nH]n2)nc(N(CC)CC)n1 | 1.0 | 19 | 37 | 0 | 12 | 2 | -2 | -6 | -1.2
Cc1ccc(Nc2nc(=O)c3cccnc3s2)cc1 | -0.5 | -18 | 50* | 12 | 53* | 23 | 28 | 15 | -1.4

Following part:
SMILES | 5HT1E ag | tolC growth inh | RORa activator | 5HT1a antag | SF-1 act | S1P1 ag-PAM | AP ELISA ortho | 5HT1E antag | S1P3 ag
Cc1nc(NC(=O)C23CCC(C)(C(=O)O2)C3(C)C)sc1C (centres undefined) | 0.6 | -11 | 0 | -6 | 13 | -11 | 14 | 0 | -0.8
Cc1ccc(N(C(C)C(=O)N2CCC(C)CC2)S(C)(=O)=O)cc1C (centres undefined) | 0.1 | -8 | -3 | 1 | -6 | 7 | -1 | 8 | -1.2
FC(F)(F)C1CC(c2cccs2)Nc2ncnn21 (centres undefined) | -0.1 | -6 | -5 | 0 | -25 | -18 | -5 | 0 | -0.9
S=c1[nH]nc(-c2ccncc2)n1CC1CCCO1 (centres undefined) | -0.6 | -10 | 4 | 7 | -5 | -40 | 9 | 0 | -0.6
COc1cccc(N2CCN(c3ncnc4c3cnn4-c3ccc(C)cc3C)CC2)c1 | 2.9 | 30 | -25 | 48* | -37 | 6 | 14 | 69* | -2.7
CCN(CC)CC(=O)c1c[nH]c2ccc(C)cc12 | 2.6 | -8 | -20 | -4 | 3 | 8 | 6 | 10 | -0.4
COc1cc(-c2ccc(NC(=O)CN3CCCCC3)c(OC)c2)ccc1NC(=O)CN1CCCCC1 | 0.1 | 3 | -4 | 9 | -21 | -9 | -6 | 3 | -0.4
COC(=O)CCCCCc1ccc(C(C)=O)s1 | 0.6 | 3 | -20 | -3 | 6 | -13 | 7 | -6 | -1.7
Cc1noc(C)c1CSCC(=O)OCc1nc2ccccc2c(=O)n1CC#N | 0.8 | -9 | -22 | -6 | 6 | / | / | -1 | /
CCc1ccc(S(=O)(=O)NCc2csc(-c3ccccc3)n2)s1 | -0.7 | 46 | -21 | -12 | -10 | 6 | 1 | -6 | 0.3
O=C(CN1C(=O)CCSc2ccccc21)Nc1ccc2c(c1)OCO2 | -1.2 | -7 | -13 | -10 | -9 | -4 | 12 | 0 | -0.5
Cc1ccc(S(=O)(=O)N[C@H](C(=O)N2CCC(C(=O)N3CCC[C@H]3C(=O)O)CC2)C(C)C)cc1 | 0.8 | -22 | -5 | 4 | -7 | 8 | 4 | 8 | -0.7
CN(C)c1nc2n(c(=S)n1)CCS2 | -1.6 | -2 | 5 | / | 13 | 18 | / | -6 | -4.0
Cc1cc(C(=O)Nc2cccc(O)c2)c(C)o1 | -0.2 | 5 | 2 | 5 | 4 | 4 | 2 | 0 | 0.8
Cn1c(=O)c2c(SCc3cccc(C(F)(F)F)c3)nc(-c3ccco3)nc2n(C)c1=O | -0.3 | -2 | 3 | 3 | 2 | 19 | 15 | -6 | 0.5
CN(C)c1ncc(C(=O)O)cn1 | -0.3 | -19 | 6 | -6 | -4 | -8 | 3 | -2 | 0.2
CCn1c(=S)sc2c(=O)n(-c3ccccc3)c(SCC(=O)NCc3ccco3)nc21 | -0.3 | 27 | -11 | 22 | 14 | / | 8 | -2 | /
O=C(COc1ccc(Cl)cc1)N1CCN(C(=O)c2cccc(F)c2)CC1 | 0.7 | -7 | 2 | -2 | -4 | / | 12 | -2 | 0.0
CCn1c(SCC(=O)Nc2nnc(C)s2)nc2c(c1=O)SC(C)C2 (centres undefined) | 0.7 | -17 | -8 | -10 | 8 | -21 | 24 | -7 | 0.1
